Compound activity deposited in PubChem BioAssay by several laboratories.
PMI activator: activators of human PMI, primary screen, biochemical, fluorescence intensity, near-Km mannose 6-phosphate. 190,000 tested, 0.005% active. AID 1214, 2008. activation factor at 20 µM. purified human PMI, coupled resazurin fluorescence, 20 min; hits give high values; 1 = vehicle control, 0 substrate-free wells. Mannose-6-phosphate isomerase (Homo sapiens), P34949;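 active means activation factor of 2 or more at 20 µM, relative to plate controls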
Target sequence (P34949 whole entry, looked up): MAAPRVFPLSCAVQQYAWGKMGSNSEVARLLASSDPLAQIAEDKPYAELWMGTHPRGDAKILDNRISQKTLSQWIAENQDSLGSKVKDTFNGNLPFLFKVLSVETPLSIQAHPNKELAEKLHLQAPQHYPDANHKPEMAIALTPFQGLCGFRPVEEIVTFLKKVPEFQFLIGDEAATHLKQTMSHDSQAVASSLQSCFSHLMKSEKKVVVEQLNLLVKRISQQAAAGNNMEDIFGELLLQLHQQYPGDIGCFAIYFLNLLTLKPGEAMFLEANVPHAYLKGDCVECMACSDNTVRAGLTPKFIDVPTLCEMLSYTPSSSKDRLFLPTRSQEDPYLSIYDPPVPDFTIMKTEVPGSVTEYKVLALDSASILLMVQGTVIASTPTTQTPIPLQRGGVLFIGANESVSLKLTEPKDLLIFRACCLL
Diaphorase inh: diaphorase inhibitors and chemical oxidizers, primary screen, counter-screen for diaphorase-coupled primary assays, biochemical, uHTS, resorufin fluorescence. diaphorase resazurin-to-resorufin fluorescence, NADH, 16 min; bacterial (C. kluyveri) enzyme, not human. inhibition, % at 20 µM. 190,000 tested, 0.69% active;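 active means primary screen inhibition at 20 µM above a set limit, cut at about 50% in these data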;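 further: plate controls were DMSO with full reaction for no effect and wells lacking NADH for full effect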
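Assay system: diaphorase enzyme from Clostridium kluyveri. Quantity: enzyme working solution with 0.14 U/mL diaphorase. Schedule: reaction incubation of 16 min at room temperature. Technique: resorufin fluorescence, excitation 544 nm, emission 590 nm. Controls: No-NADH positive control and DMSO neutral control.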
TNAP inh hi DEA: human TNAP enzyme inhibitors, primary screen, biochemical, luminescent, high phosphate acceptor level, uHTS; purified TNAP, CDP-star luminescence, 1 M DEA; inhibition, % at 20 µM; 200,000 tested, 0.03% active; AID 1135, 2008;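 active means over 50% inhibition of tissue-nonspecific alkaline phosphatase at 20 µM in the single-dose screen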;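 further: plate controls were DMSO wells for no effect and EDTA-quenched wells as full inhibition for full effect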
Target sequence (P05186 whole entry, looked up): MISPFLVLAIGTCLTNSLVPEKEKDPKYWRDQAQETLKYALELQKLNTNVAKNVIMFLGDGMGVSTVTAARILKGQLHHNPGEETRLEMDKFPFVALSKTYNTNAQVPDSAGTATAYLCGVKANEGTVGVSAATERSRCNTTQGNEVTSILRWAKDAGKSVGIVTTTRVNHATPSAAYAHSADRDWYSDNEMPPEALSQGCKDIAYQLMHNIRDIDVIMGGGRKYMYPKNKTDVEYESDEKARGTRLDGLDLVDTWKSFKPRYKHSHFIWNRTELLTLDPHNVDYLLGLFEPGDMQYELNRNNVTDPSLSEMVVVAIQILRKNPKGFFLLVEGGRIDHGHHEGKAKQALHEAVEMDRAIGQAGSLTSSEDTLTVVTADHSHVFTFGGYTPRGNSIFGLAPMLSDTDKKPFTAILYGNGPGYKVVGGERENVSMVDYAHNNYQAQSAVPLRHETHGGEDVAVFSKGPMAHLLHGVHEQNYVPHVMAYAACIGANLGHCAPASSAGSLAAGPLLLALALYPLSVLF
PMI act hi M6P: human PMI activators, high substrate, primary screen, biochemical, fluorescence intensity, near-saturating mannose 6-phosphate; Mannose-6-phosphate isomerase (Homo sapiens), P34949; coupled PMI enzyme assay, resazurin fluorescence, 20 min; hits give high values; 1 = untreated enzyme, 0 = substrate-free blank; activation factor at 20 µM; 190,000 tested, 0.34% active; AID 1216, 2008;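 active means activation factor of 2 or more at 20 µM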
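Test system: human phosphomannose isomerase with PGI, G6PDH, diaphorase coupling enzymes / Doses: 20 µM compound, 1% DMSO / Times: enzyme reaction with compound 20 min at room temperature / Measured by: Diaphorase-driven resazurin-to-resorufin fluorescence, excitation 544, emission 590 nm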
Diaphorase act: compounds boosting diaphorase resazurin reduction – biochemical, uHTS, resorufin fluorescence, counter-screen for diaphorase-coupled primary assays, primary screen | AID 1229, 2008 | activation factor at 20 µM | Diaphorase/resazurin coupled assay, 16 min; hits give high values; 1 = vehicle wells, 0 = NADH-free wells | 190,000 tested, 0.005% active;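 active means diaphorase activity raised at least twofold by the compound at 20 µM; inactive means activation factor below 2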
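Assay system: Purified diaphorase enzyme from Clostridium kluyveri | Amount: Enzyme 0.07 U/mL final | Dosing: Compound 20 µM once, DMSO 1% | Timing: 16 min reaction at room temperature | Detection: Fluorescence, excitation 544 nm and emission 590 nm | Evaluation: Higher resorufin formation from activation or reduction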
TNAP inh no acc: human TNAP enzyme inhibitors, primary screen, biochemical, luminescent, no phosphate acceptor, uHTS; 200,000 tested, 0.26% active; AID 1012, 2008; inhibition, % at 20 µM; purified TNAP, CDP-star luminescence, 30 min; Alkaline phosphatase, tissue-nonspecific isozyme (Homo sapiens), P05186;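 active means tissue-nonspecific alkaline phosphatase inhibition above about 50% at 20 µM in the single-dose screen, limit read from the data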;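 further: 0% = DMSO negative control and 100% = EDTA positive control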
TNAP act hi DEA: TNAP activators at high phosphate acceptor level, primary screen, biochemical, luminescence, uHTS | Alkaline phosphatase, tissue-nonspecific isozyme (Homo sapiens), P05186 | purified TNAP, CDP-star luminescence, 1 M DEA, 30 min; hits give high values; 0 = EDTA background, 1 = DMSO-only activity | activation factor at 20 µM | 200,000 tested, under 10 active | AID 1136, 2008;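 active means activation factor at least 2 at 20 µM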
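Test system – human TNAP · Doses – 20 µM single point · Incubation – 30 min, room temperature · Signal – luminescent substrate turnover signal · Read-out basis – activation factor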
bIAP inhibitor: bovine intestinal alkaline phosphatase inhibitors, primary screen, selectivity assay for TNAP inhibitor project, biochemical, bovine IAP, CDP-star luminescence; alkaline phosphatase, intestinal [Bos taurus]; purified bovine IAP, 30 min; inhibition, % at 20 µM; 190,000 tested, under 10 active;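 active means over 50% inhibition of intestinal alkaline phosphatase at 20 µM in the single-dose screen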
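Assay system – bovine IAP enzyme · Quantity – bovine IAP at 1/65,000,000 final dilution · Detection – CDP-star luminescence signal · Times – 30 min reaction at room temperature · Also added – CDP-star substrate at 30 µM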
L major viab: Leishmania major promastigote growth inhibition, primary screen | Leishmania major promastigotes, resazurin fluorescence viability | inhibition, % at 10 µM | 200,000 tested, 9% active; in the data active means inhibition above about 50%;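 further: promastigotes grown with compound for 44 hours at 28 °C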
bIAP activator: bovine intestinal alkaline phosphatase activators, primary screen, biochemical, bovine IAP, CDP-star luminescence | alkaline phosphatase, intestinal [Bos taurus] | activation factor at 20 µM | purified bovine IAP, 30 min; hits give high values; fold of DMSO-control signal, blank-subtracted | 200,000 tested, 0.17% active;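 active means activation factor of 2 or more at 20 µM, a signal rise over negative controls twice the positive control's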
The depositor's hits bear a star; . = no result given.

mol	PMI activator	Diaphorase inh	TNAP inh hi DEA	PMI act hi M6P	Diaphorase act	TNAP inh no acc	TNAP act hi DEA	bIAP inhibitor	L major viab	bIAP activator
Cc1ccc(/C=N/NC(=O)c2nnn(-c3nonc3N)c2CSc2ccc(Cl)cc2)cc1	1	-6	2	1.1	1.1	0	1	20	5	0.8
O=C(NC1CCCCC1)c1ccc(S(=O)(=O)N2CCCC2)cc1	1.1	3	2	1.1	1	-7	1	-1	3	1
CCCN1C(=O)COc2ccc(-c3n[nH]c(=O)c4ccccc34)cc21	1	10	-6	1	0.9	-7	1.1	14	9	0.9
CCNc1nc(N2CCOCC2)nc(N(c2ccccc2)c2ccccc2)n1	0.9	8	4	0.9	0.9	5	1	1	-3	1
COc1ccccc1C(=O)C1CCCN(C(=O)CSc2ccccn2)C1 (stereo unspecified)	0.8	24	-3	0.7	0.8	-7	1	17	-5	0.8
O=C(CSc1ncn[nH]1)c1cccc([N+](=O)[O-])c1	0.9	8	-1	1	0.9	4	1	-6	32	1.1
Cc1cccc(N2CCN(C(=O)CCCOc3ccccc3)CC2)c1C	1	11	-3	1	0.9	-1	1	-2	3	1
COc1ccc(NC(=S)N2CCN(C(c3ccccc3)c3ccccc3)CC2)c(OC)c1	1	2	-8	1	1	-16	1.1	-2	9	1
O=C(Nc1cccnc1)c1ccc(Cl)cc1[N+](=O)[O-]	1.2	14	-4	1	0.9	2	1	-12	2	1.1
Cn1nc(-c2ccccc2)c(-c2nc(-c3ccc(Cl)cc3)no2)c1Cl	0.9	4	-4	0.9	1	-8	1	40	-4	0.6

Sorted by molecular weight (highest first): ten of the compounds above
mol	PMI activator	Diaphorase inh	TNAP inh hi DEA	PMI act hi M6P	Diaphorase act	TNAP inh no acc	TNAP act hi DEA	bIAP inhibitor	L major viab	bIAP activator
Cc1ccc(/C=N/NC(=O)c2nnn(-c3nonc3N)c2CSc2ccc(Cl)cc2)cc1	1	-6	2	1.1	1.1	0	1	20	5	0.8
COc1ccc(NC(=S)N2CCN(C(c3ccccc3)c3ccccc3)CC2)c(OC)c1	1	2	-8	1	1	-16	1.1	-2	9	1
CCNc1nc(N2CCOCC2)nc(N(c2ccccc2)c2ccccc2)n1	0.9	8	4	0.9	0.9	5	1	1	-3	1
Cn1nc(-c2ccccc2)c(-c2nc(-c3ccc(Cl)cc3)no2)c1Cl	0.9	4	-4	0.9	1	-8	1	40	-4	0.6
COc1ccccc1C(=O)C1CCCN(C(=O)CSc2ccccn2)C1 (stereo unspecified)	0.8	24	-3	0.7	0.8	-7	1	17	-5	0.8
Cc1cccc(N2CCN(C(=O)CCCOc3ccccc3)CC2)c1C	1	11	-3	1	0.9	-1	1	-2	3	1
O=C(NC1CCCCC1)c1ccc(S(=O)(=O)N2CCCC2)cc1	1.1	3	2	1.1	1	-7	1	-1	3	1
CCCN1C(=O)COc2ccc(-c3n[nH]c(=O)c4ccccc34)cc21	1	10	-6	1	0.9	-7	1.1	14	9	0.9
O=C(Nc1cccnc1)c1ccc(Cl)cc1[N+](=O)[O-]	1.2	14	-4	1	0.9	2	1	-12	2	1.1
O=C(CSc1ncn[nH]1)c1cccc([N+](=O)[O-])c1	0.9	8	-1	1	0.9	4	1	-6	32	1.1

Next entries.
mol	PMI activator	Diaphorase inh	TNAP inh hi DEA	PMI act hi M6P	Diaphorase act	TNAP inh no acc	TNAP act hi DEA	bIAP inhibitor	L major viab	bIAP activator
O=C(CSc1nnc2scc(-c3ccccc3)n12)NCc1ccco1	1.1	0	-3	1	1	-10	1	9	-7	0.9
COC(=O)c1ccccc1NC(=O)/C=C/c1ccco1	0.9	3	-4	1.1	1	-66	1	5	-7	0.9
COc1cnc(-c2ccccc2)nc1Oc1ccc(Cl)cc1C	1	-5	0	0.9	1	3	1	-13	-7	1.1
COc1ccc(N=C2SC(C(=O)Nc3ccc(F)cc3)CC(=O)N2C)cc1 (stereo unspecified)	.	.	3	.	.	-4	1	-26	21	1.3
CC1=NN(C(=O)c2csc(C)c2)C(O)(C(F)(F)F)C1 (stereo unspecified)	0.9	13	-4	0.9	0.9	-16	1	2	-3	1
CC(C)(C)C(=O)NC(=S)N1CCCC1	0.8	15	-2	0.9	0.8	-13	1	0	-1	1
CCOC(=O)C(C)Sc1nnc(Cc2cc(=O)[nH]c(=O)[nH]2)n1-c1ccc(OCC)cc1 (stereo unspecified)	1	12	3	1	0.9	-6	1	-10	-5	1.1
COc1ccc(NC2C=CS(=O)(=O)C2)c(OC)c1 (stereo unspecified)	1.2	16	1	1.3	0.8	-8	1	-2	-6	1
COc1ccc(S(=O)(=O)N(C)CC(=O)O)c2ccccc12	0.8	17	-1	1	0.8	-10	1	0	-2	1
Cc1ccc(/C=N/NC(=O)c2ccccc2OCc2ccc(F)cc2)o1	1	8	4	1	0.9	2	1	4	9	1
CC(NC(=O)c1cccs1)c1nnc(SCc2ccc(Cl)cc2Cl)n1C (stereo unspecified)	1	15	-4	1	0.9	-9	1	-16	0	1.2
O=C(CN1CCC(NC(=O)c2cccc(F)c2)CC1)NCc1cccs1	0.9	24	-2	0.9	0.8	-7	1	14	-2	0.9
CN1CCN(/C=N/c2c(C#N)cnn2-c2ccccc2)CC1	1	10	1	1	0.9	-7	1	11	1	0.9
COc1ccc(S(=O)(=O)Nc2cc(C(=O)NCCCOC(C)C)ccc2N2CCOCC2)cc1	0.9	30	-3	0.9	0.7	-8	1	3	-9	1
CC1=C/C(=N\OS(=O)(=O)c2ccccc2)C=CC1=O	0	71*	10	0.1	0.3	-6	0.9	6	100*	0.9
CCOC(=O)Cn1cc(C(=O)c2ccco2)c2ccccc21	1	21	-2	0.9	0.8	-7	1	-3	3	1
Cc1c(=O)n(OCc2ccccn2)c2ccccc2[n+]1[O-]	0.9	17	-4	1	0.8	-11	1	0	-1	1
CC(=O)Nc1cccc(NC(=O)C2CCCN2C(=O)Nc2ccc(C)cc2)c1 (stereo unspecified)	1	22	-10	0.9	0.8	-17	1.1	7	-1	0.9
Cc1cc(N)c(NC2=CC(=O)CC(C)(C)C2)cc1C	0.8	13	-2	0.6	0.9	-5	1	8	6	0.9
COC(=O)c1cc(-c2c(C)oc3cc(OC)ccc3c2=O)c(C)o1	1	7	-5	1.1	0.9	-18	1.1	17	4	0.8
CCCCNC(=O)NCc1cnn(C)c1C	0.9	7	-1	1.1	0.9	-9	1	.	-4	0.1
CCC(CC)C(=O)NCCc1ccc(F)cc1	1	9	-11	1	0.9	-4	1.1	12	-5	0.9
CC1CN(c2cc(=O)n(-c3cccc(Br)c3)c(=O)[nH]2)CC(C)O1 (stereo unspecified)	1	6	-1	1	0.9	-10	1	9	-5	0.9
CC(C)(C)C1CCC2(CC1)NC(=S)N(c1ccccc1)N2 (stereo unspecified)	1.7	7	-3	2.8*	0.9	3	1	5	58*	0.9
CCOc1ccc(C(C)NC(=S)NC2CCCCC2)cc1 (stereo unspecified)	0.9	10	-3	0.9	0.9	-14	1	16	18	0.8
COc1ccc(S(=O)(=O)N2CC=C(C(=O)Nc3ccc(NC(C)=O)cc3)CC2)cc1	1.1	-1	-5	1	1	-8	1	-7	-6	1.1
NC(=O)c1ccsc1NC(=O)c1ccc(N2CCCC2=O)cc1	0.9	20	-2	0.7	0.8	-4	1	-2	13	1
O=C(O)C(=O)/C(=C\c1ccccc1)c1ccc2ccccc2n1	0.9	18	-2	1	0.8	-8	1	12	-7	0.9
O=c1[nH]c(CSc2nc3ccccc3o2)nc2c1cnn2-c1ccccc1	1	22	-1	1	0.8	-4	1	-12	0	1.1
Cc1ccc(O)c(CNc2nc3ccccc3n2C)c1	0.9	12	-2	0.9	0.9	-7	1	7	30	0.9
Cc1ccc(C(=O)c2coc3cc([N+](=O)[O-])c(O)c([N+](=O)[O-])c23)cc1	1.1	15	16	0.7	0.8	-4	0.8	.	-12	0.4
COc1c(O)ccc(/C=C(\C#N)c2nc3ccccc3[nH]2)c1[N+](=O)[O-]	1	38	22	0.6	0.6	29	0.8	5	-2	0.9
COc1cc(CCC(=O)OCC(=O)Nc2nc(C)c(Cl)cc2Cl)cc(OC)c1OC	1	0	-4	1	1	-2	1	4	-1	1
COc1ccc(S(=O)(=O)N2CCOCC2)cc1NC(=O)c1ccc2c(c1)OCCO2	0.9	19	-1	0.8	0.8	-8	1	-14	0	1.1
CCOc1cnc(-c2ccc(Cl)cc2)o1	0.9	0	0	0.9	1	-2	1	15	-2	0.9
O=C(CN1C(=O)c2ccccc2C1=O)OCC(=O)N1CCc2ccccc2C1	1.1	6	4	1	0.9	-2	1	0	-4	1
O=C1c2ccccc2-c2c1cccc2C(=O)N1CCCCC1	1	38	-1	1	0.6	-7	1	39	1	0.6
Cc1c(C=O)c2ccccn2c1C(=O)c1cccs1	1	10	2	0.9	0.9	-4	1	4	8	1
CC(C)NS(=O)(=O)c1ccc(OCC(=O)NCc2ccccc2)cc1	1.2	-7	-3	1.1	1.1	3	1	0	3	1
O=C(CNC(=O)c1ccccc1F)OCC(=O)N1CCCCC1	1	11	-4	1	0.9	-8	1	18	-1	0.8
COc1cc2[nH]c(=S)n(Cc3cccs3)c(=O)c2cc1OC	0.9	6	0	0.9	0.9	-10	1	-9	-2	1.1
COc1ccc(NC2=Nc3cccc4cccc2c34)cc1	0.8	9	10	0.9	0.9	7	0.9	-6	74*	1.1
CCc1ccccc1NC(=S)N(CCCN(C)C)Cc1cc2cc3c(cc2[nH]c1=O)OCO3	1	9	-4	0.9	0.9	-6	1	-19	14	1.2
